# Source: PubChem BioAssay
# LGR2 inh: blocks bursicon-induced cAMP signaling via Drosophila LGR2; HEK293 LGR2, CRE-luciferase, bursicon-stimulated, 4 h; inhibition, % at 9.99 µM; 0.35% of 380,000 active;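 active means drop in luminescence signal, shown as inhibition above about 50% in the replicate tests, limit read from the data, passing the limit was not always enough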;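 further: agonist challenge used bursicon conditioned medium at about half maximal strength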
# SIRT5 inh: blocks human SIRT5 desuccinylation of peptide; Q9NXA8; Purified SirT5, succinyl-peptide AMC, trypsin-coupled fluorescence; inhibition, % at 15 µM; 1.1% of 330,000 active; in the data active means inhibition above about 15%
# Target sequence (Q9NXA8 whole entry, looked up): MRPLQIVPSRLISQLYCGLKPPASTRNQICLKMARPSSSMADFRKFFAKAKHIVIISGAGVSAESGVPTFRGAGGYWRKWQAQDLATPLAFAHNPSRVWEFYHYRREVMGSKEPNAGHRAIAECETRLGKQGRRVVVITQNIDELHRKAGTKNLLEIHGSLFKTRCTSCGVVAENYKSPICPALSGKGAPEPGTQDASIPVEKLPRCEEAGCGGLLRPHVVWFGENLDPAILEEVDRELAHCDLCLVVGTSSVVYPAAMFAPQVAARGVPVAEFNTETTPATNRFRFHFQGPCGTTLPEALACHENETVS
# esBAF inh: SWI/SNF esBAF complex inhibition | reporter increase, % at 12.5 µM | 2% of 350,000 active | mouse ES cells, Bmi1-luciferase knock-in reporter, 24 h; 100% = twice the neutral-well signal; in the data active means activation above about 40%;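 further: 0% = median of the plate's neutral control wells and 100% = double that signal; a rise in the Bmi1 reporter signal indicates esBAF inhibition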
# S100A4 MyoIIA: blocks human S100A4 binding to myosin IIA peptide; P26447; S100A4/TAMRA-MyoIIA peptide fluorescence polarization; inhibition, % at 10.7 µM; 0.14% of 360,000 active; AID 652163;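 active means mean inhibition of at least 70% across replicates, with every replicate also reaching that level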
# Target sequence (P26447 whole entry, looked up): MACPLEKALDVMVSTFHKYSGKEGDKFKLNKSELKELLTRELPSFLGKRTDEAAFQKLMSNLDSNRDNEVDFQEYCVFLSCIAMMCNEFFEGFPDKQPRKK
#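 System – human S100A4 monomer protein, biochemical binding assay · Buffer or medium – Calcium-containing HEPES buffer, pH 7.2 · Timing – 5 min between mix addition and reading · Also added – TAMRA-labelled myosin IIA heavy-chain peptide probe, 5 nM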
# FN deposition inh: fibronectin deposition inhibition. AH1F fibroblasts, Alexa488-fibronectin deposition fluorescence, overnight. inhibition, % at 12.6 µM. 0.086% of 350,000 active. AID 743247;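 active means mean inhibition across replicates of 30% or more, regardless of how many single replicates reach that level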;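 further: positive control wells lacked labelled fibronectin entirely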
#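 Material: AH1F fibroblast monolayer depositing Alexa488-labelled fibronectin into matrix / Amount: 10000 AH1F cells per well / Signal: fluorescence 485/525 nm / Medium: DMEM, 2% serum / Compound: single dose, pinned / Incubation: 1 h cell adhesion before compound, then overnight fibronectin incubation / Reagent: Alexa488-FN, 24 nM final / Read-out: inhibition of fibronectin deposition signal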
# Statin myotox sup: suppressors of simvastatin-induced myotoxicity in C2C12 myotubes; AID 602340; ATP luminescence, 48 h; scaled: DMSO 0, geranylgeraniol control 100; 0.78% of 330,000 active; rescue of ATP level, % at 7.49 µM;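 active means mean ATP rescue above about 67%, or every replicate alone reaching that limit, limit read from the data, passing the limit was not always enough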;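 further: myotubes were challenged with 10 µM simvastatin during compound exposure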
# Casp6 inh: caspase-6 (human) enzyme inhibition | 0.53% of 350,000 active | P55212 | purified caspase-6, Z-VEID-R110 cleavage fluorescence | inhibition, % at 12.5 µM;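 active means mean inhibition across replicates at least about 35%, with every replicate also reaching that limit, limit read from the data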;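 further: 0% = median of neutral control wells and 100% = no fluorescence left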
# Target sequence (P55212 24-179 limits assumed): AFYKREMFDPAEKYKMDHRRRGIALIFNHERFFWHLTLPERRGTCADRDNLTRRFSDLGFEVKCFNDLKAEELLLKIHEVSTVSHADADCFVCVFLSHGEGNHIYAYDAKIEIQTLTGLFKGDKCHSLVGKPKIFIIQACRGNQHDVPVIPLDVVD
# Target sequence (P55212 194-293 limits assumed): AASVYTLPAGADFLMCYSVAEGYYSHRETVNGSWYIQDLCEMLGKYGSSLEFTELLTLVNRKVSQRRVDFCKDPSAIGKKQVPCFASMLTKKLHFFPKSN
# * marks the source's active call; other numbers are inactive results; . = no result given. An excerpt; count on the stated rates, not on these rows.
entry	smiles	LGR2 inh	SIRT5 inh	esBAF inh	S100A4 MyoIIA
1	CC(C)=CCC[C@](C)(O[C@@H]1O[C@H](CO[C@@H]2OC[C@@H](O)[C@H](O)[C@H]2O)[C@@H](O)[C@H](O)[C@H]1O)C1CC[C@]2(C)C1[C@H](O)CC1[C@@]3(C)CC[C@H](O[C@@H]4O[C@H](CO)[C@@H](O)[C@H](O)[C@H]4O)C(C)(C)C3CC[C@]12C (stereo not given in full)	9	.	-4	24
2	CCCCNCCS(=O)(=O)NCc1ccccc1OC	4	1	0	-1
3	COc1ccc(-c2ccc([C@@H]3[C@H](C#N)N(C(=O)NC4CCCC4)[C@H]3CO)cc2)cc1	-5	.	3	-6
4	O=C(Nc1cccc(OC(F)(F)F)c1)C1Cc2c(-c3cccc(F)c3)ccnc2O1 (stereo not given)	.	0	-7	6
5	COc1ccc(F)cc1C(=O)C1CCCN(C(=O)c2ccccc2N(C)C)C1 (stereo not given)	6	5	-2	3
6	O=C(CC1(O)C(=O)N(C/C=C/c2ccccc2)c2ccccc21)c1ccccn1 (stereo not given)	.	.	9	.
7	NNC(=O)c1cc2c(s1)-c1cc(Cl)ccc1SC2	-24	-1	18	-10
8	Cc1ccc(/C=N/NC(=O)c2nnn(-c3nonc3N)c2-c2cccs2)cc1	-16	-1	8	-1
9	C[C@@H]1CN([C@H](C)CO)C(=O)c2cccc(NS(=O)(=O)c3ccc(Cl)cc3)c2O[C@@H]1CN(C)C(=O)Nc1ccc(F)cc1	-3	-1	0	-3
10	CC(C)(C)NC(=O)C1(C)CCC(=O)N1C1CCN(Cc2ccccc2)CC1 (stereo not given)	-9	-4	-13	1

entry	FN deposition inh	Statin myotox sup	Casp6 inh
1	-14	-7	0
2	1	13	-1
3	0	1	-1
4	12	-6	0
5	4	8	0
6	2	-10	.
7	13	22	-5
8	1	-3	0
9	.	9	4
10	13	-6	1

# (list continues)
entry	smiles	LGR2 inh	SIRT5 inh	esBAF inh	S100A4 MyoIIA
11	CN(C)CCN(C(=O)c1ccc(N2C(=O)CCC2=O)cc1)c1nc2cc3c(cc2s1)OCCO3	-34	2	.	-1
12	COc1ccc(C2NC(=S)NC3=C2CCc2cc(OC)ccc23)cc1 (stereo not given)	1	.	-2	.
13	O=C(Cc1ccccc1)Nc1cc2c(cc1Cl)OCCCO2	-74	2	64*	1
14	CCCn1c(N)c(CC)c(=O)[nH]c1=O	-6	1	.	5
15	CN1OC[C@@H]2CN(C(=O)C(C)(C)C)[C@H](c3ccc(-n4ccnc4)cc3)C[C@@H]21	-2	5	1	0
16	CCS(=O)(=O)c1ccc2c(c1)NC(=O)C(CCCl)O2 (stereo not given)	8	2	0	-1
17	C/C=C/c1cnc2c(c1)C(=O)N([C@H](C)CO)C[C@@H](C)[C@@H](CN(C)C(=O)C1CCC1)O2	-8	.	.	.
18	C[C@H](CO)N1C[C@H](C)[C@@H](CN(C)Cc2ccc3c(c2)OCO3)Oc2c(NC(=O)Nc3cccc4ccccc34)cccc2C1=O	14	3	.	7
19	COc1ccc(S(=O)(=O)N(C)C[C@@H]2OCCCC[C@H](C)Oc3ccc(NS(=O)(=O)c4c(C)noc4C)cc3C(=O)N([C@H](C)CO)C[C@H]2C)cc1	-5	5	3	-19
20	COc1ccc(C2C(C(=O)Nc3cccnc3)=C(C)Nc3nc(-c4ccco4)nn32)cc1 (stereo not given)	19	.	2	-3

entry	FN deposition inh	Statin myotox sup	Casp6 inh
11	4	.	7
12	-13	90*	.
13	-3	8	-1
14	10	.	-3
15	-15	-3	0
16	5	5	1
17	0	42	.
18	9	.	-3
19	-4	.	-1
20	-9	6	3

# Another view of part of the listing above.
10) CC(C)(C)NC(=O)C1(C)CCC(=O)N1C1CCN(Cc2ccccc2)CC1 (stereo not given)
  LGR2 inh = -9; SIRT5 inh = -4; esBAF inh = -13; S100A4 MyoIIA = 1; FN deposition inh = 13; Statin myotox sup = -6; Casp6 inh = 1

11) CN(C)CCN(C(=O)c1ccc(N2C(=O)CCC2=O)cc1)c1nc2cc3c(cc2s1)OCCO3
  LGR2 inh = -34; SIRT5 inh = 2; esBAF inh = .; S100A4 MyoIIA = -1; FN deposition inh = 4; Statin myotox sup = .; Casp6 inh = 7

12) COc1ccc(C2NC(=S)NC3=C2CCc2cc(OC)ccc23)cc1 (stereo not given)
  LGR2 inh = 1; SIRT5 inh = .; esBAF inh = -2; S100A4 MyoIIA = .; FN deposition inh = -13; Statin myotox sup = 90*; Casp6 inh = .

13) O=C(Cc1ccccc1)Nc1cc2c(cc1Cl)OCCCO2
  LGR2 inh = -74; SIRT5 inh = 2; esBAF inh = 64*; S100A4 MyoIIA = 1; FN deposition inh = -3; Statin myotox sup = 8; Casp6 inh = -1

# (more compounds)
entry	smiles	LGR2 inh	SIRT5 inh	esBAF inh	S100A4 MyoIIA
21	Cc1cc(F)ccc1S(=O)(=O)Nc1ccc(C(=O)N(C)Cc2ccco2)cc1	-21	3	1	1
22	Clc1ccc(OCc2nnc(-c3ccccc3Br)o2)c(Cl)c1	-46	-1	79*	-1
23	COc1ccc([N+](=O)[O-])cc1NC(=O)CCS(=O)(=O)c1ccc(Br)cc1	-15	-5	10	1
24	CC(C)C[C@]1(c2ccccc2)ON(c2ccccc2C(F)(F)F)C1=O	-5	-3	9	-5
25	Cc1ccc(S(=O)(=O)NCC(c2ccc3c(c2)OCO3)N2CCOCC2)cc1 (stereo not given)	2	-1	-2	-1
26	CC1(C)CC(=O)C(CC(=O)NC2CCCc3ccccc32)C(=O)C1 (stereo not given)	-8	1	.	7
27	CCc1cccc(OCCn2nc(C(=O)O)c3ccccc3c2=O)c1	0	-1	.	22
28	O=C(NC(=S)Nc1ncccn1)c1ccc(Cl)cc1Cl	-52	4	.	-4
29	CCOC(=O)CSc1nnc2c3ccccc3n(C)c2n1	-11	-3	-9	4
30	Cc1ccc(C)c(-n2c3nc(=O)n(C)c(=O)c-3cc3ccccc32)c1	-5	-2	.	1

entry	FN deposition inh	Statin myotox sup	Casp6 inh
21	-4	4	1
22	.	-9	-10
23	2	29	31
24	7	5	-5
25	-2	13	-4
26	-18	.	5
27	-2	.	3
28	.	.	2
29	1	12	-4
30	2	.	3

# Additional records follow:
entry	smiles	LGR2 inh	SIRT5 inh	esBAF inh	S100A4 MyoIIA
31	COc1ccc(/C=C(\C#N)C(=O)OCC(=O)NC(C)c2ccccc2)cc1 (stereo not given)	-4	-5	.	-5
32	CCOCc1nnc(NC(=O)c2ccco2)s1	.	.	7	.
33	CC(NC(=O)c1ccc(S(=O)(=O)N(C)C)cc1)c1ccc(-n2ccnc2)cc1 (stereo not given)	-1	-1	-7	-3
34	N#Cc1ccc(Oc2ccc(S(=O)(=O)N3CCCCC3)cn2)cc1	-1	.	-5	-2
35	Cc1ccc(C(C)C)c(OCC(=O)NCC(c2cccs2)N2CCOCC2)c1 (stereo not given)	23	-5	-5	2
36	CC1=CC(=C(C#N)C#N)C=C(C)N1CCN1CCN(C(=O)Nc2ccc(Cl)c(Cl)c2)CC1	4	.	2	.
37	CN(C)c1ccc2c(c1)[C@H]1C[C@H](CC(=O)NCC3CC3)O[C@@H](CO)[C@H]1O2	-5	8	-2	16
38	ON=C1CCCC2CCCCC12 (stereo not given)	-2	-2	-3	-1
39	CCOc1ccc(N(C(C)C(=O)NC(C)CC)S(C)(=O)=O)cc1 (stereo not given)	.	.	-4	.
40	Cc1ccc2cc(CN(c3ccccc3C)S(=O)(=O)c3ccccc3)c(=O)[nH]c2c1	11	-1	13	1

entry	FN deposition inh	Statin myotox sup	Casp6 inh
31	-3	.	.
32	-2	13	.
33	-11	-2	-78
34	.	-3	1
35	.	-10	0
36	-9	-21	.
37	.	0	1
38	2	0	-2
39	-4	2	.
40	2	-11	1

# 2 of the compounds above, as labelled records.
14) CCCn1c(N)c(CC)c(=O)[nH]c1=O
- LGR2 inh: -6
- SIRT5 inh: 1
- esBAF inh: .
- S100A4 MyoIIA: 5
- FN deposition inh: 10
- Statin myotox sup: .
- Casp6 inh: -3
15) CN1OC[C@@H]2CN(C(=O)C(C)(C)C)[C@H](c3ccc(-n4ccnc4)cc3)C[C@@H]21
- LGR2 inh: -2
- SIRT5 inh: 5
- esBAF inh: 1
- S100A4 MyoIIA: 0
- FN deposition inh: -15
- Statin myotox sup: -3
- Casp6 inh: 0

# More structures follow:
entry	smiles	LGR2 inh	SIRT5 inh	esBAF inh	S100A4 MyoIIA
41	CCC(c1nnnn1-c1c(C)cccc1C)N1CCN(c2ccccn2)CC1 (stereo not given)	-2	-3	.	-2
42	CC(C)CN1C(=O)c2ccc(C(=O)Nc3ccc(O)cc3C(=O)O)cc2C1=O	-11	-8	-3	-4
43	Cc1cc(C)n(Cc2cccc(C(=O)N/N=C/c3cccnc3)c2)n1	-6	-1	.	0
44	CN1CCCN(C(=O)c2cccc3ccccc23)CC1	6	.	1	-2
45	N=c1sccn1CC(=O)Nc1ccc2c(c1)CCC2	.	.	-17	.
46	Cc1ccc(-n2ncc3c2CC(C)(C)CC3NC(=O)CN2CCCC2=O)cc1 (stereo not given)	-1	0	-2	-1
47	Cc1ccc(C(=O)CC(=O)COc2ccc(Cl)cc2)cc1	4	0	.	-1
48	COc1cc2[nH]c(=S)nc(NCC3CCCO3)c2cc1OC (stereo not given)	.	-2	.	1
49	CCOC(=O)Nc1ccc(S(=O)(=O)Nc2cc(C)on2)cc1	.	.	-6	.
50	Cc1ccc(S(=O)(=O)N(C)C[C@@H]2OCCCC[C@@H](C)Oc3ccc(N(C)C)cc3C(=O)N([C@@H](C)CO)C[C@@H]2C)cc1	3	.	-2	.

entry	FN deposition inh	Statin myotox sup	Casp6 inh
41	-9	.	5
42	9	0	3
43	.	.	-1
44	0	8	-3
45	6	1	.
46	.	3	-3
47	-10	.	1
48	-9	.	-1
49	3	6	.
50	-9	-16	.

# Further structures
entry	smiles	LGR2 inh	SIRT5 inh	esBAF inh	S100A4 MyoIIA
51	CCCCN(C(=O)/C=C/c1ccc(OCC(C)C)c(OCC)c1)c1c(N)n(CCC)c(=O)[nH]c1=O	-14	0	.	0
52	CCCNC(=O)N1[C@@H](CO)[C@H](c2ccccc2)[C@@H]1CNC(C)=O	10	7	1	-1
53	O=C(NCC1CCCO1)c1cc(-c2ccncc2)nc2ccccc12 (stereo not given)	-16	-1	-7	-1
54	C[C@H](CO)N1C[C@H](C)[C@@H](CN(C)Cc2ccccc2)Oc2c(NS(=O)(=O)c3ccc(Cl)cc3)cccc2C1=O	-18	-4	-2	21
55	Cc1ccccc1NC(=O)CCNS(=O)(=O)c1cccc2nsnc12	-1	0	-3	-5
56	COCCNC(=O)CN(C(=O)c1ccc(N2CCCC2)nc1)c1ccc(Cl)cc1	-2	1	0	0
57	C/C(=N\NC(=O)CN(c1ccccc1)S(C)(=O)=O)c1ccccc1O	18	-2	1	0
58	CC(CCc1ccccc1)NC(=O)c1ccc(-n2cncn2)c([N+](=O)[O-])c1 (stereo not given)	-25	5	-5	7
59	COc1ccc(CCN2CC(C(=O)N3CCSCC3)CCC2=O)cc1 (stereo not given)	13	0	2	-4
60	CC(=O)c1ccc(N2CCN(C(=O)c3nn(Cc4ccccc4)c(=O)c4ccccc34)CC2)cc1	.	0	.	1

entry	FN deposition inh	Statin myotox sup	Casp6 inh
51	1	.	-1
52	2	11	1
53	.	-20	0
54	.	-10	2
55	3	3	-6
56	-1	12	-1
57	9	-6	-1
58	-1	-8	-18
59	4	-17	-1
60	6	.	1

# More entries follow:
entry	smiles	LGR2 inh	SIRT5 inh	esBAF inh	S100A4 MyoIIA
61	c1ccc(COc2ccc(OCCOCCn3cncn3)cc2)cc1	.	3	-9	-2
62	Cc1oc2c(c(C)cc3oc(=O)c(CC(=O)N[C@@H](CC(C)C)C(=O)O)c(C)c32)c1C	-7	-4	-10	-9
63	O=C(CCCN1C(=O)/C(=C/c2cccs2)SC1=S)Nc1cccc(C(=O)O)c1	9	1	.	-5
64	O=C(CC1SCCNC1=O)Nc1ccc(Cl)cc1 (stereo not given)	-16	-3	.	2
65	O=C(NCc1ccccc1)c1cc(C2COCCN2C(=O)C2CC2)on1 (stereo not given)	-11	.	-1	-11

entry	FN deposition inh	Statin myotox sup	Casp6 inh
61	3	.	-2
62	-3	6	5
63	.	.	-1
64	-1	.	-2
65	2	-5	-2
